MBNL1 CUG block – MBNL1-poly(CUG) RNA binding inhibition; Q9NR56; TR-FRET MBNL1-His/biotin-(CUG)12 binding, 665/545 ratio; Potency, µM (doses to about 57.5 µM), for the others: top-dose activity change, negative = inhibition, actives largely listed as inhibitors; hit rate 0.036% among 280,000; AID 2675; active = well fitted inhibition curve with a large enough effect in the signal ratio, with a control signal flat, not every such curve was filed as active; inconclusive = small, poorly fitted or top-dose-only effect, or effect the other way, or a change in a side signal; inactive = no such curve, though single readings can be large or run the other way; the % refers to the signal ratio; also: potency is read from the fitted curve at half-maximal effect; % is scaled to controls: 0 for no effect and ±100 for the full control effect
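TR-FRET between His-tagged MBNL1 and biotin-(CUG)12 RNA, detected with Tb anti-His antibody (0.055 ng/ul) and streptavidin-XL665 (5 nM), 60 min at room temperature. Compounds titrated 92 nM to 58 uM; 665/545 nm ratio normalized to buffer and complex controls.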
BCR signal inh – chronic active BCR signaling inhibition; ABC-DLBCL IkBa-CBG/CBR reporter, luminescence ratio, 4 h; Potency, µM (highest dose often 46.1 µM), for the others: top-dose ratio change, negative = lower green/red ratio, actives largely listed as inhibitors; hit rate 0.05% among 340,000; active = well fitted inhibition curve with a large enough effect in the signal ratio, with a control signal flat, not every such curve was filed as active; inconclusive = small, poorly fitted or top-dose-only effect, or effect the other way, or a change in a side signal; the % refers to the signal ratio;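 also: potency is read from the fitted curve at half-maximal effect; plate controls were basal doxycycline-induced cells for no effect and cells given 10 µM MG132 for full effect; MG132 reads +100%, hits lower the ratio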
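Compounds up to 46 uM were incubated four hours with TMD8 cells whose green CBG68 luciferase is fused to IkappaBalpha; red CBR luminescence normalised the signal, and concentration-effect curves were fitted to fusion, red and ratio data.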
TSHR antagonist – antagonists of human thyroid stimulating hormone receptor. TSHR-expressing cells, TSH-stimulated cAMP HTRF, 2 h; hits give low values. P16473. hit rate 0.2% among 330,000. activity change, negative = inhibition, % at 11.5 µM;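 active = activity change below a set negative limit, meaning inhibition stronger than a set level, cut at about -70% in these data; inconclusive = activity change between two set negative limits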; also: % is scaled to controls: 0 for no effect and ±100 for the full control effect
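Freshly harvested TSHR cells receive pin-tooled compound, then EC80 TSH at 4nM final. After 2 hours at 37 deg C, antibody in lysis buffer and cAMP-d2 are added; 30 minutes at ambient temperature precede the HTRF read.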
ASM inhibitor – blocks human secretory acid sphingomyelinase; P17405; placental ASM, HMU-PC fluorogenic substrate, 60 min; Potency, µM (titrated, usually from 57.5 µM), for inactives: at the highest dose activity change, negative = inhibition, actives largely listed as inhibitors; hit rate 0.006% among 340,000; AID 504937; also: potency is read from the fitted curve at half-maximal effect
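Fluorescence read-out (Ex 386 nm, Em 447 nm) after stopping the reaction at pH 10. Enzyme: ASM from human placenta; substrate HMU-PC0, 9 uM final; 60 min, 37 °C. Compound preincubation 10 min, ambient temperature.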
hERG WT inh – blocks the wildtype human KCNH2 potassium channel | U2OS, BacMam KCNH2, thallium flux FluxOr; hits give low values | activity change, % at 1.84 µM | hit rate 0.37% among 340,000 | AID 720551;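 active = maximum activity change below -70%; inconclusive = maximum activity change between -70% and -50%; inactive = maximum activity change above -50%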; also: % is scaled to controls: 0 for no effect and ±100 for the full control effect
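U2OS cells transduced with wild-type KCNH2 virus are loaded with FluxOr dye for 45 min, and thallium flux is measured in kinetic reads before and after stimulation buffer. Rate constants are normalized to DMSO controls.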
USP2a block – inhibitors of human ubiquitin-specific protease USP2a. O75604. USP2 core, Ub-CHOP2 coupled fluorogenic reporter, 485/531. Potency, µM (series often up to 38.3 µM), inactives show at the highest dose activity change, negative = inhibition, actives largely listed as inhibitors. hit rate 0.01% among 330,000;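 also: potency is read from the fitted curve at half-maximal effect; plate controls were DMSO wells for no effect and full inhibition by NEM control for full effect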
Target sequence (O75604 whole entry, looked up): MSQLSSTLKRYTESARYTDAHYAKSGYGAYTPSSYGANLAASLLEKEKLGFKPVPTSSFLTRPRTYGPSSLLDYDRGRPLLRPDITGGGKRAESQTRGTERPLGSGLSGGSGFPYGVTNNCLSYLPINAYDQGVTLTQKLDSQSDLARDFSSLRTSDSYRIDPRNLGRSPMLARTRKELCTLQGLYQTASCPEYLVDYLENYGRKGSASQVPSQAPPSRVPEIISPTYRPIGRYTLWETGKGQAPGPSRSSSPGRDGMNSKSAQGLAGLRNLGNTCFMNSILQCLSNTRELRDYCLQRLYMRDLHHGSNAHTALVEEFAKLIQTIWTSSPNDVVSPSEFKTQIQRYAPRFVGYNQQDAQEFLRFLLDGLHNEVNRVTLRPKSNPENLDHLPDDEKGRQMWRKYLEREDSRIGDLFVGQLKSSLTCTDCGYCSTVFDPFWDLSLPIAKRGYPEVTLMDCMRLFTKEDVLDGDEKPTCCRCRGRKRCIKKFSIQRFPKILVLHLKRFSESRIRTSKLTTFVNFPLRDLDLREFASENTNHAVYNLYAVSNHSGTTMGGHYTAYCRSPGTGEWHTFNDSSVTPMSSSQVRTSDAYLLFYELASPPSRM
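Deubiquitinase activity read as fluorescence (485/531 nm) after Ub-CHOP2 cleavage activates the enterokinase reporter on its substrate; USP2 core 10nM, Ub-CHOP2 and substrate 25nM each, 30min compound preincubation then 60min RT; data normalized to NEM, curves fitted.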
PKM2 act – PKM2 (human) enzyme activation. purified PKM2, Kinase-Glo ATP luminescence, activation; response scale: 0% is enzyme alone, no compound. P14618. hit rate 0.34% among 260,000. AID 1631. Potency, µM (series often up to 57.5 µM), without a hit: top-dose activation, hits mostly activators; also: potency is read from the fitted curve at half-maximal effect; % is scaled to controls: 0 for no effect and ±100 for the full control effect; nearly all actives have a fitted effect of over 55% in size
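Purified hPK-M2 (>95% pure) converted ADP (0.1 mM final) to ATP with 0.5 mM PEP in 50 mM imidazole pH7.2, KCl, MgCl2, Tween 20, BSA; 1 h at room temperature. ATP detected by Kinase-Glo luminescence.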
Eya2 phos inh – inhibitors of human Eya2 phosphatase activity | O00167 | recombinant Eya2, OMFP fluorescence dephosphorylation (OMFP is methylfluorescein phosphate) | Potency, µM (doses to about 76.9 µM), for the others: at the highest dose activity, negative = inhibition, usual class: inhibitors | hit rate 0.006% among 330,000; also: potency is read from the fitted curve at half-maximal effect; % is scaled to controls: 0 for no effect and ±100 for the full control effect
Target sequence (O00167 whole entry, looked up): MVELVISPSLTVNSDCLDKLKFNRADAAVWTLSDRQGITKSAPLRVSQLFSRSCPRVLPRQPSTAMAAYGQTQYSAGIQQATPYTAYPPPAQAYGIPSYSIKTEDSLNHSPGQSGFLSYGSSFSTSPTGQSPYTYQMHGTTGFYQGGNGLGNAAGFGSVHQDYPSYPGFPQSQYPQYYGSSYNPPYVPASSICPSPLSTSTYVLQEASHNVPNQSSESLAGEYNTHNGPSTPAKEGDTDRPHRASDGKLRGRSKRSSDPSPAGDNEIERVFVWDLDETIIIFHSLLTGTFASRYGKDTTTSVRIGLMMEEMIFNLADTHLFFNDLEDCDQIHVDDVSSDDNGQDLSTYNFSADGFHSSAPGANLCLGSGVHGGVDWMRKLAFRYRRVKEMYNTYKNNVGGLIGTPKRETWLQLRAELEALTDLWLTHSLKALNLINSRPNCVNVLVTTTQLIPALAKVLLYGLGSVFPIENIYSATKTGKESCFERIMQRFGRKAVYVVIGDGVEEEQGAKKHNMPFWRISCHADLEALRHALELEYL
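Eya2 protein (added as 0.2 uM solution) was preincubated with compound for 10 min at ambient temperature in 50 mM HEPES pH 7.5, 50 mM NaCl, 5 uM MgCl2, 0.05% BSA, 1 mM DTT. OMFP (added at 50 uM) then reacted 10 min; fluorescence read at 485/525 nm.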
Menin-MLL TR inh – menin-MLL binding inhibition, Texas Red mutant peptide | Potency, µM (top dose mostly 61.6 µM), for the others: at the highest dose FP activity change, negative = inhibition, most hits filed as inhibitors | Menin + Texas Red MLL mutant peptide, fluorescence polarization | hit rate 0.23% among 270,000 | O00255 | AID 1768; active = well fitted inhibition curve with a large enough effect in the polarisation, with a control signal flat, not every such curve was filed as active; inconclusive = small, poorly fitted or top-dose-only effect, or effect the other way, or a change in a side signal; inactive = no such curve, though single readings can be large or run the other way; the % refers to the polarisation; also: potency is read from the fitted curve at half-maximal effect; % of control where 0% means no effect; many of its hits are not listed in these tables
Mito fusion act – inhibitors of mitochondrial division or activators of mitochondrial fusion | Potency, µM (top dose mostly 46.1 µM), without a hit: at the top dose growth rescue (activation), usual class: activators | S. cerevisiae fusion-defective mutant growth rescue, CellTiterGlo 48 h | hit rate 0.23% among 320,000;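 also: potency is read from the fitted curve at half-maximal effect; % of control where 0% means no effect; nearly all actives have a fitted effect of over 45% in size; temperature-sensitive fusion mutants such as fzo1-1 at 37 °C on non-fermentable ethanol glycerol medium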
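Read-out: ATP-based luminescence (CellTiterGlo, 10 min ambient) reporting growth of fusion-defective ts yeast after 48 hours at 37C on glycerol/ethanol YPEG medium in the presence of compound.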
GALK inh – blocks human galactokinase activity. hit rate 0.007% among 270,000. Purified GALK, Kinase-Glo residual ATP luminescence. Potency, µM (doses to about 57.5 µM), without a hit: at the highest dose activity change, negative = inhibition, hits mostly inhibitors; also: potency is read from the fitted curve at half-maximal effect; % is scaled to controls: 0 for no effect and ±100 for the full control effect
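5 nM enzyme, 35 uM ATP, 100 uM galactose, 20 mM HEPES pH8.0, 5 mM MgCl2; 1 h RT; residual ATP by Kinase-Glo Plus luminescence, qHTS format.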
An asterisk follows results filed as active; ? = inconclusive; / = not tested or not shown; & = joins results of further samples; [ ] = remark or other dose. Unless noted, calls follow the shape of the dose curve; as a rule, active = well fitted curve in the direction sought with a large enough effect; inconclusive = small, poorly fitted or top-dose-only effect, or another doubt; inactive = no such curve, though single readings can be large; an effect the other way counts as inactive or inconclusive. Some of the compounds tested (hit frequency here may not be typical).

SMILES	MBNL1 CUG block	BCR signal inh	TSHR antagonist	ASM inhibitor	hERG WT inh	USP2a block	PKM2 act	Eya2 phos inh	Menin-MLL TR inh	Mito fusion act	GALK inh
CCOc1ccccc1NC(=O)CCN1CCN(S(=O)(=O)c2ccc(OC)cc2)CC1	-7%	4%	-6	6%	12	-1%	-1%	21%	-2%	-1%	0%
CN(CCCC(=O)N1CCCC(C(N)=O)C1)S(=O)(=O)c1ccc(F)cc1 (stereo not drawn)	-11%	-11%	19	-1%	4	-1%	/	-5%	?	0%	-1%
COc1cc(C(=O)N[C@H](C(=O)OCC(=O)NC2CCCCCC2)C(C)C)cc(OC)c1OC	/	?	/	2%	0	3%	/	1%	/	/	/
Cc1cccc(NC(=S)N(C)C2CCCCC2)c1	5%	6%	5	1%	-1	1%	/	0%	-4%	16%	6%
Cc1cccc(COCC(Cc2ccccc2)N2CCN(C(=O)c3cc(Cl)cc(Cl)c3)CCC2=O)c1 (stereo not drawn)	13%	?	-6	-5%	1	-2%	1%	-4%	-4%	?	/
CC1CCN(C(=O)COC(=O)c2ccccc2NC(=O)c2ccco2)CC1	-4%	4%	-10	22%	-2	9%	0%	6%	2%	12%	0%
Cc1cc(C)c(C(N)=O)c(Nc2ccc(F)cc2)n1	-4%	0%	-5	2%	0	-1%	-3%	?	-2%	1%	-2%
COC(=O)C(Cc1cnc(Cl)s1)(C(=O)OC)c1ccc(C(F)(F)F)cc1[N+](=O)[O-]	5%	2%	-1	-1%	-1	0%	-1%	-28%	/	-1%	-5%
CCOC(=O)Cn1nnnc1C(CC)N(Cc1cc2ccc(C)cc2[nH]c1=O)C1CCCC1 (stereo not drawn)	-3%	-3%	-3	-5%	9	-1%	0%	8%	-23%	1%	-5%
CCn1c(=O)c(=O)n(CC)c2cc(N3CCCCC3)c(NC(=O)c3ccc(Cl)cc3)cc21	/	13%	8	/	/	-1%	/	9%	/	-3%	/
CC(C)COC(=O)C1[C@H]2C(=O)N(Cc3cccs3)C[C@]23C=C[C@H]1O3 (stereo partly drawn)	3%	?	7	6%	-3	2%	-3%	-23%	15%	-9%	-1%
Cc1ccc2nc(NS(C)(=O)=O)sc2c1	-6%	6%	-2	1%	-3	1%	-2%	8%	8%	-5%	8%
Cc1ccc(CCNC(=O)Cn2cccc2)cc1	3%	11%	5	1%	0	-2%	21%	8%	0%	5%	3%
CCOC(=O)N1CCN(C(=O)CSc2ccc(-c3ccc(OC)cc3)nn2)CC1	-9%	-2%	5	0%	34	2%	3%	3%	-13%	-14%	-2%
COCCN1C(=O)N[C@@H](CCc2ccccc2)C(C(C)=O)=C1C	?	-4%	18	0%	-12	0%	-18%	-9%	5%&-15%	5%	/
CCOC(=O)c1cc(C)sc1NC(=O)CN1CCN(C(=O)C2CCCO2)CC1 (stereo not drawn)	2%	-6%	-3	-1%	-3	1%	0%	5%	/	-1%	0%
CCN1CCc2nc(NC(=O)CC(c3ccccc3)c3ccccc3)sc2C1	105%[activator]	-5%	-8	106%	-2	-1%	-10%	0%	-4%	-1%	2%
CCOc1ccccc1N1CCN(C(=O)COc2ccc3c(C)cc(=O)oc3c2)CC1	-6%	-2%	0	58%[activator]	-4	-1%	4%	-14%	-15%	0%	15%
CC(C#N)Sc1ccc(S(=O)(=O)N(C)C2CCCCC2)cn1 (stereo not drawn)	/	1%	-5	1%	2	-7%	/	7%	/	-2%	/
Cc1csc(NC(=O)C2COc3ccccc3O2)n1 (stereo not drawn)	-4%	?	7	3%	-9	6%	8%	-7%	-1%	-2%	1%
O=C(CCC(=O)c1cccs1)NC(c1ccccc1)c1ccccc1	10%	-2%	2	-3%	2	-2%	15%	-16%	-5%	-2%	3%
CCN(C[C@H]1N[C@@](C)(C(=O)OC)[C@H]2C(=O)N(C)C(=O)[C@@H]12)C(=O)Nc1ccc(OC)cc1	/	0%	-6	-5%	2	-1%	/	3%	/	/	/
O=C(O)CN1C(=O)/C(=C\c2cc(Br)ccc2OCc2ccc([N+](=O)[O-])cc2)SC1=S	23%	?	-9	-1%	-8	-1%	/	6%	?	5%	-9%
N#Cc1cc2c(nc1SCc1ccc(Cl)cc1)CCCC2	?	?	-17	-4%	-7	2%	3%	-1%	-15%	-1%	-1%
O=C(NN1C(=O)C2C3C=CC(C4CC34)C2C1=O)c1ccc(Cl)cc1Cl (stereo not drawn)	15%	22%	16	0%	5	-2%	-3%	-1%	2%	6%	0%
New compounds follow.
SMILES	MBNL1 CUG block	BCR signal inh	TSHR antagonist	ASM inhibitor	hERG WT inh	USP2a block	PKM2 act	Eya2 phos inh	Menin-MLL TR inh	Mito fusion act	GALK inh
c1ccc(-c2nnc(C(c3ccccc3)c3ccccc3)o2)cc1	7%	-3%	2	-5%	2	-2%	-1%	-5%	-7%	10%	0%
CC(=O)Nc1ccc(SCC(=O)Nc2ccccc2-c2ccccc2)cc1	-5%	-8%	14	6%	-9	-1%	-5%	1%	8%	3%	-2%
Cc1c(C(=O)N(C)c2cccc(Cl)c2)cnn1-c1ccccc1	0%	5%	-5	6%	13	-2%	1%	-1%	-5%	-2%	0%
CCOc1ccc(C(C)=O)cc1COc1ccc(C)nc1[N+](=O)[O-]	18%	0%	-4	0%	2	2%	1%	-18%	-5%	22%	11%
COCC(=O)N(C)C[C@H]1N[C@@](C)(C(=O)OC)[C@H]2C(=O)N(Cc3ccccc3)C(=O)[C@@H]12	/	-2%	-12	-1%	1	4%	/	4%	/	/	/
O=C(CCCc1ccccc1)NCc1ccccc1Cl	-1%	?	-2	0%	0	2%	-4%	-14%	-26%	4%	0%
CCN(CC)S(=O)(=O)c1cc(C(=O)O)ccc1OC	-5%	0%	25	-3%	-2	5%	6%	13%	/	4%	-2%
CC(C)(C)c1ccc(-c2noc(CCC(=O)NCc3ccco3)n2)cc1	/	?	-11	-8%	-6	0%	1%	-1%	-12%	-1%	-2%
CCOCCC(=O)Nc1cc(Cl)ccc1OC	-1%	6%	21	3%	-21	1%	-4%	15%	-3%	-1%	0%
CCCCNC(=O)CSc1nc2cc3c(cc2c(=O)n1Cc1ccco1)OCO3	-7%	?	-2	-3%	-7	3%	?	-1%	-15%	-5%	8%
NC(=O)c1ccc(C(F)(F)F)cn1	-6%	-1%	8	0%	-8	1%	-3%	2%	-11%	-1%	3%
CC(=O)N1CCN(C(=O)c2ccc(-c3cccc(C(F)(F)F)c3)o2)CC1	/	6%	3	/	-2	-1%	/	8%	/	0%	/
CC(C)CNC(=O)NC(=O)CSc1nc2ccccc2n1CC(C)C	-1%	3%	3	-5%	-9	0%	13%	-3%	?	-8%	-2%
CN1CCN(Cc2nc3c(c(=O)[nH]c(=O)n3C)n2CCc2ccccc2)CC1	-1%	-19%	1	3%	15	1%	5%	2%	2%	-2%	1%
Oc1[nH]c2ccccc2c1C1=NCCCCC1	13%	1%	-5	-2%	5	8%	-11%	2%	0%	-7%	0%
COCCn1c(=O)[nH]c2cc(C(=O)NCc3cccnc3)ccc2c1=O	2%	10%	-6	/	4	2%	1%	-5%	20%	0%	2%
Cc1ccc(C(C)C)c(OCC(=O)N2CCN(c3ncccn3)CC2)c1	/	-6%	-2	-2%	-14	2%	/	2%	/	-2%	/
C=CC(O)Cc1c(C)n[nH]c1C (stereo not drawn)	-5%	-15%	0	-2%	-10	1%	-3%	-17%	-13%	-6%	5%
O=C(CSc1ccccc1)NCCCN1CCOCC1	5%	3%	6	8%	0	1%	-5%	-6%	5%	-1%	0%
O=C(NN1C(=O)/C(=C/c2cccs2)SC1=S)c1ccccc1	11%	-11%	0	-3%	0	2%	0%	1%	?	0%	-3%
CCOC(=O)N1CCN(C(=S)NCCOC)CC1	-6%	17%	11	2%	-4	-5%	-4%	12%	0%	-2%	3%
CCOc1ccccc1-c1cc(C(=O)N/N=C(\C)c2cccnc2)c2ccccc2n1	2%	0%	38	2%	13	1%	7%	-1%	/	12%	-4%
COc1cc(S(N)(=O)=O)c(OC)cc1N	-1%	8%	5	0%	4	9%	?	18%	-9%	2%	/
Clc1cccc(Cl)c1OCCCCN1CCCCC1	1%	1%	4	-2%	6	0%	0%	-20%	-21%	4%	4%
CC(=O)NS(=O)(=O)c1ccc2sc(C)nc2c1	-4%	0%	10	3%	3	1%	1%	?	-19%	1%	-4%
